Source: PubChem BioAssay (several laboratories)
MEKK2 WT-MEK5: raises or lowers MEK5 binding to wildtype human MEKK2 PB1 domain; Q9Y2U5; bead flow cytometry, Alexa488-MEK5 binding to MEKK2 WT; actives lie on both sides; binding response (% of control), % at 10 µM; 290,000 tested, 1.1% active; in the data active means binding response below about 67% or above about 130%
SUMO HTRF inh: SUMOylation inhibition | 290,000 tested, 0.36% active | inhibition, % at 35 µM | HTRF SUMOylation assay, SAE1/SAE2 + UBC9, in vitro; in the data active means inhibition above about 50%, passing the limit was not always enough; further: strong numbers were not always called active
Target sequence (P63279 whole entry, looked up): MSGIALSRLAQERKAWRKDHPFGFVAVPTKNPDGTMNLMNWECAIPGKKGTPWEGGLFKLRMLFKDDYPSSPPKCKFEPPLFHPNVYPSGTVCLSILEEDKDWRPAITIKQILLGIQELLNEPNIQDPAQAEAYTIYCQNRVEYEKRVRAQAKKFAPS
NS3 helicase inh: HCV NS3 helicase inhibition. NS3 helicase DNA unwinding, Cy5 molecular beacon fluorescence. 290,000 tested, 0.56% active. inhibition, % at 10.9 µM;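 active means inhibition above the mean of all tested compounds plus 3 SD, set per campaign, cut at about 35% in these data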;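 further: 0% = DMSO wells and 100% = thioflavine S control wells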
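test system = hepatitis C virus NS3 helicase domain fragment enzyme | reagent = annealed dual-labelled DNA beacon duplex, ATP-started | times = 1 h at 25 °C | detection = Cy5 fluorescence, 0 and 60 min reads | read-out basis = percent inhibition from t60/t0 fluorescence ratio | control set = DMSO and thioflavine S | replication = one well per compound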
GalR3 antag: antagonists of human GalR3; O60755; HEK293 GalR3-CNG cAMP membrane potential fluorescence; galR3 body fused to GalR1 C-terminus; inhibition, % at 3 µM; 360,000 tested, 0.44% active;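 active means inhibition above the screen-wide average plus 3 SD, cut at about 13% in these data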;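 further: forskolin and galanin both at EC90 stimulate the cells; cAMP rise reported by CNG channel membrane potential dye signal; 0% = forskolin plus galanin with DMSO and 100% = forskolin alone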
Target sequence (O60755 1-299 limits assumed): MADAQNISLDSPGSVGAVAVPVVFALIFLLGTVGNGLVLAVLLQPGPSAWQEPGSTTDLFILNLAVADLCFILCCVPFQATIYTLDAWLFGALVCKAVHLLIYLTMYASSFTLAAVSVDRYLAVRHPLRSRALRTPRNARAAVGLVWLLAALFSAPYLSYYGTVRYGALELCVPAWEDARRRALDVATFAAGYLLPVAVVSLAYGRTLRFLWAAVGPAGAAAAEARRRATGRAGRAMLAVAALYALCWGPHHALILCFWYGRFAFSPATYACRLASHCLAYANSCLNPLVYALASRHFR
FID counter: counter-screen for HCV NS3 helicase inhibitors: DNA intercalator displacement. DNA fluorescent intercalator displacement, fluorescence. inhibition, % at 7.9 µM. 290,000 tested, 0.17% active. AID 1845; in the data active means inhibition above about 37%;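 further: 0% = vehicle and 100% = reference compound; higher means more ethidium bromide displaced from hairpin DNA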
CRFR2-BP ag: agonists of human CRF-binding protein/CRF-R2 receptor complex; HEK293 CRF-R2/CRF-BP, calcium dye fluorescence (FLIPR); percent of saturating CRF peptide response; activation, % at 13.2 µM; 350,000 tested, 0.46% active;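 active means activation of at least 50%, plus an integration ratio under a set limit after plate pattern correction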;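 further: plate controls were neutral control wells without compound for no effect and CRF at EC100 for full effect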
CRFBP-R2 block: blocks CRF-induced signaling of the CRF-BP/CRF-R2 complex. HEK293 CRF-R2/CRF-BP, CRF-induced calcium fluorescence. inhibition, % at 11.8 µM. 350,000 tested, 0.59% active. AID 588475;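 active means inhibition of the ligand-induced calcium signal above about 50% at the single tested concentration, limit read from the data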
MEKK2mut PB1 HTS: signal of MEK5 binding to mutant human MEKK2 PB1 domain; percent response, % at 10 µM; 290,000 tested, 0.35% active; bead flow cytometry, Alexa488-MEK5 binding to MEKK2 mutant; in the data active means percent response above about 24%, passing the limit was not always enough; further: inactives centre near 1; some results filed as inactive read as strong as hits
MEKK3 PB1 HTS: modulators (inhibitors or enhancers) of MEK5 binding to human MEKK3 PB1 domain | Q99759 | bead-based flow cytometry, Alexa488-MEK5 binding to MEKK3; actives lie on both sides; 0 = blocked by unlabeled MEK5, 100 = vehicle | binding response (% of control), % at 10 µM | 290,000 tested, 1.4% active;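 active means binding response more than 3 SD above or below the average of its plate-row segment, actives on both sides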;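 further: Alexa488 bead fluorescence after subtracting the streptavidin-only scavenger bead signal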
Target sequence (Q99759 whole entry, looked up, the tested form may be a part): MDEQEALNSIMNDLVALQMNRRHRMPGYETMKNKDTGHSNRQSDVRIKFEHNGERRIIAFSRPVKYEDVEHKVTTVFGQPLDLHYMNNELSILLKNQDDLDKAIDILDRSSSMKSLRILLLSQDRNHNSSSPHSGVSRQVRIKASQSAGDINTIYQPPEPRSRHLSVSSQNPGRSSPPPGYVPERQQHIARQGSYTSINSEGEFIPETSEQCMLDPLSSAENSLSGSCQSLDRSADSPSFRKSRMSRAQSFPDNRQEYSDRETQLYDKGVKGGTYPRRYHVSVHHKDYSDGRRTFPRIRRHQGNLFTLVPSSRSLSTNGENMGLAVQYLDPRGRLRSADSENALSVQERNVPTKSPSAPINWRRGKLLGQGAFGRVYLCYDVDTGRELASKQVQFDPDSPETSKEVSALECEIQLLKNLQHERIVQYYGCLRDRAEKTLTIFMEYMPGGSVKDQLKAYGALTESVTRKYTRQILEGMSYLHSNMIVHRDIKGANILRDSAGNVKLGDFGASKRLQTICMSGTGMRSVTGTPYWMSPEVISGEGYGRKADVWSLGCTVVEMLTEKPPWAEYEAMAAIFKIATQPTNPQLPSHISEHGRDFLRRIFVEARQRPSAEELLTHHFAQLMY
* = called active by the depositor; nt = not tested or not shown; [ ] = dose if it differs, or a comment.

SMILES | MEKK2 WT-MEK5 | SUMO HTRF inh | NS3 helicase inh | GalR3 antag | FID counter | CRFR2-BP ag | CRFBP-R2 block | MEKK2mut PB1 HTS | MEKK3 PB1 HTS
CCOc1ccc2nc(Cl)c(CN(C(C)=O)C3CCCCC3)cc2c1 | 97.0 | -21.2 | 0.8 | -0.5 | -25.9 | 0.5 | -26.0 | 2.0 | 107.0
O=C(NCc1cccnc1)c1ccc(CN2CCc3ccccc3C2)cc1 | 102.0 | -9.6 | -10.2 | -7.2 | 1.1 | 1.2 | 6.0 | 4.0 | 100.0
CCCOC(=O)c1ccc(NC(=O)C(CC)CC)cc1 | 108.0 | 15.4 | 8.1 | -3.3 | -14.3 | 1.3 | 9.3 | 0.0 | 104.0
CCOc1ccccc1NC(=O)c1cc(-c2cc(OC)c(OC)c(OC)c2)nc2ccccc12 | 97.0 | 23.8 | -29.1 | 3.4 | -30.7 | 0.0 | 5.8 | -5.0 | 98.0
CCOC(=O)C1CCCN(c2ccc(NC(=O)c3snc4c(=O)[nH]c(C)nc34)cc2)C1 (stereo unspecified) | 108.0 | 1.9 | 10.9 | -6.3 | 3.7 | 0.8 | 5.4 | 7.0 | 104.0
O=C1CN(C(=S)NC(=O)c2ccccc2[N+](=O)[O-])CCN1 | 101.0 | 10.0 | 0.7 | 0.0 | -4.4 | 6.6 | 5.0 | 1.0 | 103.0
Cc1nc2scc(-c3ccccc3)c2c(=O)n1/N=C/c1ccco1 | 105.0 | 20.5 | -5.6 | -3.1 | -1.9 | -6.4 | 9.6 | 6.0 | 103.0
COc1ccc(NS(=O)(=O)c2ccc(N3CCCC3)c(NC(=S)Nc3cccc(C)c3C)c2)cc1 | 102.0 | 0.0 | 4.5 | -0.5 | -11.7 | -0.3 | 6.9 | -2.0 | 106.0
O=C(CN1CCN(c2ccc(O)cc2)CC1)NC(c1ccccc1)c1ccccc1 | 103.0 | 18.4 | 7.2 | -4.6 | -11.8 | 1.0 | 0.3 | 2.0 | 101.0
COc1ccc(N2CC(C(=O)N/N=C/c3ccc(C)cc3)CC2=O)cc1 (stereo unspecified) | 95.0 | 19.3 | -4.9 | -4.0 | -16.6 | 0.7 | -4.5 | -1.0 | 96.0
Cc1[nH]nc(-c2ccc(OCc3cnn(-c4ccccc4)c3)cc2O)c1Oc1ccc(Cl)cc1 | 100.0 | -6.5 | 3.2 | 1.6 | 1.8 | 0.5 | -8.1 | 2.0 | 104.0
CCc1cc(=O)oc2cc(OCC(=O)NCCN3CCOCC3)c(Cl)cc12 | 102.0 | 19.7 | 12.5 | -6.9 | -0.3 | 1.6 | -6.4 | 6.0 | 99.0
CCOc1ccc(C(=O)Nc2ccc(Cc3ccncc3)cc2)cc1Br | 96.0 | -6.4 | -17.3 | 11.9 | -15.4 | 0.9 | -92.3 | 0.0 | 103.0
CCN(CC(=O)NCc1ccc(F)cc1)C(=O)CN1CCN(c2ccccc2OC)CC1 | 101.0 | -9.3 | -8.7 | -9.1 | -8.4 | 0.4 | 5.4 | -1.0 | 102.0
COc1ccc(OCC(O)CN(C2CCCCC2)C2CCCCC2)cc1 (stereo unspecified) | 97.0 | -44.7 | -8.5 | -1.4 | 8.5 | 0.1 | -0.6 | -5.0 | 94.0
CC(=O)c1cccc(CN2CCC(n3nccc3NC(=O)CCc3ccccc3)CC2)c1 | 115.0 | 11.3 | -2.4 | nt | -2.4 | -1.1 | 5.2 | 10.0 | 108.0
CSc1nc(O)c(/C=C2\C=Nc3ccccc32)[nH]1 | 102.0 | 13.0 | -0.6 | -0.2 | 9.9 | 0.2 | -23.9 | 0.0 | 115.0
COc1cccc(CN2CC(C(=O)N3CCN(c4ccc(Cl)cc4)CC3)CCC2=O)c1 (stereo unspecified) | 105.0 | 11.9 | -0.3 | -5.4 | -57.8 | -0.8 | 10.8 | 7.0 | 108.0
O=C(Cc1cccs1)NCc1ccco1 | 103.0 | 9.2 | 15.0 | -1.2 | 0.1 | 0.5 | 1.0 | -1.0 | 103.0
CN(C)c1ccc(C(CNC(=O)c2ccccc2)c2c[nH]c3ccccc23)cc1 (stereo unspecified) | 92.0 | -18.8 | -16.1 | -9.3 | -11.0 | -4.7 | 22.7 | -3.0 | 91.0
Cc1ccccc1-n1nnnc1SCC(=O)NCC1CCCO1 (stereo unspecified) | 110.0 | -1.0 | 6.3 | 3.5 | -8.3 | -0.1 | 0.9 | -2.0 | 109.0
CC(C)NC(=O)/C(C#N)=C\c1ccc(N(C)C)o1 | 80.0 | 6.2 | -6.5 | -9.3 | 6.3 | 27.8 | -27.8 | -13.0 | 87.0
CCOC(=O)C1=C(C)N(C)C(=S)NC1c1ccccc1 (stereo unspecified) | 112.0 | 7.7 | 2.8 | -6.1 | -1.3 | -2.4 | 12.1 | 16.0 | 102.0
N#Cc1c(C(F)(F)F)cc(-c2cccs2)nc1SCc1ccc(Cl)nc1 | 87.0 | -18.5 | 6.6 | -3.3 | 2.9 | -0.9 | -3.1 | -5.0 | 92.0
CCc1nnc(NC(=O)CCc2ccccc2OC)s1 | 103.0 | -6.2 | 11.5 | -7.7 | -18.0 | 3.6 | -16.6 | 2.0 | 101.0

Additional results:
SMILES | MEKK2 WT-MEK5 | SUMO HTRF inh | NS3 helicase inh | GalR3 antag | FID counter | CRFR2-BP ag | CRFBP-R2 block | MEKK2mut PB1 HTS | MEKK3 PB1 HTS
Cc1ccc(N(CC(=O)NN=C2CCN(C)CC2)S(=O)(=O)c2ccc(C)cc2)cc1 | 104.0 | -2.4 | 1.7 | -0.5 | -14.3 | -1.3 | 0.9 | 7.0 | 99.0
CCCOc1ccc(C(=O)N2CCCC2C(=O)O)cc1 (stereo unspecified) | 104.0 | 18.1 | -4.4 | 2.2 | 0.3 | -0.6 | -0.4 | 8.0 | 102.0
CCN1C(=O)c2cccc3c(S(=O)(=O)Nc4ccccc4OC)ccc1c23 | nt | 7.5 | -25.5 | -2.0 | -14.5 | 128.7* | -133.9 | nt | nt
CCOC(=O)Cn1cnc2c(nnn2-c2ccccc2)c1=O | 105.0 | 16.5 | 1.1 | nt | -4.0 | -1.9 | 37.9 | 6.0 | 104.0
Cc1ccc(S(=O)(=O)N2CCCC2)cc1C(=O)NC1CCCCC1 | 102.0 | 12.8 | -5.0 | -0.1 | -6.2 | -1.3 | -8.6 | 1.0 | 99.0
CCC(CC)NCC(O)COc1ccc(Br)cc1 (stereo unspecified) | 105.0 | -9.9 | 15.6 | -2.6 | 12.4 | 4.5 | -3.9 | -2.0 | 103.0
C=CCn1c(SC(F)F)nc2scc(-c3ccco3)c2c1=O | 93.0 | 4.6 | 31.0 | 1.9 | -10.6 | 0.5 | -3.2 | -7.0 | 98.0
Cc1ccccc1NC(=O)CS(=O)(=O)c1cn(CC(=O)N2CCOCC2)c2ccccc12 | 103.0 | -0.9 | 2.8 | -6.0 | -1.6 | -0.6 | 18.1 | 1.0 | 107.0
CN(C)CCCNc1c2c(nc3ccccc13)CCC2 | 116.0 | -14.9 | -9.4 | -13.7 | 52.9* | 1.4 | -6.2 | 11.0 | 97.0
CCOC(=O)C1CCN(C(=O)c2ccccc2CCc2ccccc2)CC1 | 108.0 | 1.7 | -9.8 | -0.2 | -47.1 | 1.0 | -0.3 | 3.0 | 103.0
CCn1cc(C(=O)Nc2ccc(NC(=O)c3ccco3)cc2)c(=O)c2ccc(C)nc21 | 99.0 | -8.0 | 0.4 | -4.1 | 0.4 | 1.4 | 7.7 | -2.0 | 93.0
COc1ccc(-c2nnc(SCC(=O)Nc3ccccc3)n2C)cc1 | 96.0 | 29.5 | -3.6 | -8.4 | -14.6 | 0.2 | 18.0 | 0.0 | 100.0
Cc1c(Cc2ccccc2)c(NCCN(C)C)n2c(nc3ccccc32)c1C#N | 113.0 | 23.3 | 6.2 | -7.4 | 5.0 | 1.1 | -5.1 | 11.0 | 105.0
COc1cc(C2=NOC(C(=O)NC3CCCCC3)C2)cc(OC)c1OC (stereo unspecified) | 104.0 | -0.4 | 8.8 | -3.1 | -9.5 | -1.2 | -0.5 | 2.0 | 97.0
CCCCC(=O)NC(=S)Nc1ccc(NC(=O)C(C)C)c(OC)c1 | 87.0 | 8.3 | -5.8 | 5.0 | -11.2 | 1.9 | -14.6 | -7.0 | 83.0
CCc1nn(CC(=O)Nc2ccc(Br)c(C)c2)c(=N)s1 | 111.0 | -22.2 | -27.9 | -2.1 | 13.9 | -1.9 | -2.3 | 7.0 | 102.0
C=CCNC(=S)NNC(=O)c1ccc(Br)cc1 | 107.0 | -3.8 | -2.5 | -3.0 | -0.9 | -0.3 | -2.6 | 4.0 | 101.0
Cc1cccc(Nc2nc(N)c(C#N)c(CC#N)c2C#N)c1 | 95.0 | 1.3 | -11.2 | -6.0 | -1.0 | -0.3 | -15.8 | 0.0 | 95.0
C/C(=N\NC(=O)CCn1nnc2ccccc21)c1ccco1 | 97.0 | -3.9 | 4.6 | -1.6 | -8.2 | -1.8 | -17.2 | -7.0 | 97.0
CC(=O)Nc1ccc(S(=O)(=O)N(C)CC(=O)OCC(=O)N2CCc3ccccc32)cc1 | nt | 22.8 | -2.4 | 2.2 | -6.6 | -1.4 | -11.0 | nt | nt
Cc1ccc(NC(=O)Nc2cc(Cl)ccc2C2COC(=O)C2=N)cc1 (stereo unspecified) | 94.0 | 36.2 | -1.5 | -5.2 | 1.0 | -0.1 | 10.1 | -6.0 | 105.0
Cc1ccc(Cn2cc(/C=N/Nc3ccc([N+](=O)[O-])cn3)c3ccccc32)cc1 | 53.0*[inhibitor] | 16.7 | 1.8 | -5.1 | 0.4 | 1.9 | -57.5 | 15.0 | 98.0
Cc1ccc(C)c(OCC(=O)O/N=C(\N)c2cccc([N+](=O)[O-])c2)c1 | 104.0 | -2.0 | 14.4 | 1.6 | -7.7 | 5.2 | -1.8 | 8.0 | 109.0
CN(C)CCn1c(C(=O)O)cc2ccccc21 | 108.0 | 16.4 | -1.4 | 4.9 | 6.4 | 2.1 | 20.9 | 12.0 | 107.0
COc1ccc(-c2nnc(SCC(=O)NC3CCCc4ccccc43)n2N)cc1 (stereo unspecified) | 91.0 | 2.3 | -14.7 | -2.3 | -15.5 | -1.4 | 1.7 | -4.0 | 84.0
COc1ccc(Nc2nc3ccccc3nc2NS(=O)(=O)c2cccs2)c(OC)c1 | 89.0 | 27.9 | -1.8 | -3.7 | -5.6 | 1.4 | -9.8 | -14.0 | 92.0
COc1ccccc1NC(=O)N1CCN(c2ccccc2F)CC1 | 97.0 | -4.5 | 4.8 | -1.9 | -17.0 | -0.6 | -6.8 | -3.0 | 99.0
CCOC(=O)Cc1csc(NC(=O)CSc2nnnn2-c2ccc(F)cc2)n1 | 103.0 | -11.8 | -6.0 | -3.6 | -21.3 | -1.1 | 8.0 | 4.0 | 105.0

Pulled one by one from the entries so far (3):
SMILES | MEKK2 WT-MEK5 | SUMO HTRF inh | NS3 helicase inh | GalR3 antag | FID counter | CRFR2-BP ag | CRFBP-R2 block | MEKK2mut PB1 HTS | MEKK3 PB1 HTS
Cc1ccccc1-n1nnnc1SCC(=O)NCC1CCCO1 (stereo unspecified) | 110.0 | -1.0 | 6.3 | 3.5 | -8.3 | -0.1 | 0.9 | -2.0 | 109.0
CCn1cc(C(=O)Nc2ccc(NC(=O)c3ccco3)cc2)c(=O)c2ccc(C)nc21 | 99.0 | -8.0 | 0.4 | -4.1 | 0.4 | 1.4 | 7.7 | -2.0 | 93.0
COc1ccc(-c2nnc(SCC(=O)NC3CCCc4ccccc43)n2N)cc1 (stereo unspecified) | 91.0 | 2.3 | -14.7 | -2.3 | -15.5 | -1.4 | 1.7 | -4.0 | 84.0

A portion of the library (hit frequency here may not be typical).
